Screens as filed in PubChem BioAssay.
Bcl-B displacement = displacers of TR3 peptide from Bcl-B, primary screen, selectivity assay for Bfl-1 inhibitor project, biochemical, fluorescence polarization; FP displacement of FITC-TR3 peptide from Bcl-B; higher % means a stronger effect; one-dose displacement, % at 20 µM; IC50 in µM for titrated hits; hit rate 0.11% among 96,000; AID 748;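 active = displacement above 50% at 20 µM plus a fluorescence interference ratio under 1.5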;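 also: plate controls were wells without compound for no effect and wells lacking Bcl-B protein for full effect; a part of the inactive calls stands beside numbers as strong as those of hits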
MRP resist rev = compounds reversing MRP-mediated drug resistance; differential viability (reversal), % at 10 µM; hit rate 0.04% among 85,000; H69AR cells + 2 uM doxorubicin, CellTiter-Glo, 72 h;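 active = viability drop by adding the cancer drug above about 55%, with treated viability meeting a 40% cutoff, limit read from the data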;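 also: viability without doxorubicin minus viability with 2 µM doxorubicin for each compound; larger differential means the compound sensitizes cells more to doxorubicin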
MRP resist rev cytotoxicity = second read-out of MRP resist rev, no call of its own (marks repeat the call); viability, %; H69AR cells, CellTiter-Glo, 72 h; measured here: cytotoxicity without doxorubicin
MRP resist rev with doxorubicin = also measured in MRP resist rev; calls as there; viability, %; measured here: viability with 2 uM doxorubicin; stronger effect = lower value
* = called active by the depositor; nt = not tested or not shown. These rows are one share of the data, so the mix of outcomes need not match the whole.

no. | SMILES | Bcl-B displacement | MRP resist rev | MRP resist rev cytotoxicity | MRP resist rev with doxorubicin
1 | C[C@@H]1C[C@H]2[C@@H]3CCC4=CC(=O)C=C[C@]4(C)[C@@]3(F)[C@@H](O)C[C@]2(C)[C@H]1C(=O)CO | nt | -7.5 | 93.0 | 100.5
2 | COc1cccc(C(=O)Nc2cc(=O)n(C)c(=O)n2C)c1 | nt | 4.3 | 106.5 | 102.2
3 | Fc1ccc(Cc2nnc(-c3cccs3)o2)cc1 | nt | 19.4 | 110.4 | 91.0
4 | CNC(=O)c1ccsc1NC(=O)c1ccccc1 | nt | 12.2 | 91.8 | 79.6
5 | O=C(O)Cc1ccc(O)c(F)c1 | nt | 1.4 | 95.5 | 94.2
6 | COc1ccc(C(=O)NCC(c2cccnc2)N2CCN(c3ccccc3)CC2)cc1OC (stereo unspecified) | nt | -5.2 | 92.4 | 97.6
7 | COc1ccc2oc(=O)c(C(=O)N3CCN(C45CC6CC(CC(C6)C4)C5)CC3)cc2c1 | nt | -2.1 | 98.3 | 100.4
8 | Cc1nc2cc(-c3cccc(F)c3)nn2c(C)c1CCC(=O)N1CCN(c2ccccn2)CC1 | nt | 11.0 | 87.4 | 76.4
9 | CSc1nnc(Cn2c(=O)sc3ccccc32)n1-c1ccccc1C | nt | 6.5 | 100.8 | 94.3
10 | CC(NCCC(c1ccccc1)c1ccccc1)c1ccccc1 (stereo unspecified) | nt | -0.8 | 0.2 | 1.1
11 | Cc1oc2cc3c(C(=O)OCCN(C)C)c(C)oc3cc2c1C(=O)OCCN(C)C | nt | -0.6 | 109.2 | 109.8
12 | CCN1CCN(C(=O)C2CCN(Cc3nc(-c4ccc(Cl)cc4)oc3C)CC2)CC1 | nt | 3.2 | 106.3 | 103.1
13 | Cc1cccc(-n2ncc3c(N4CCN(c5nc(C)cc(C)n5)CC4)ncnc32)c1 | nt | 1.0 | 93.3 | 92.3
14 | COCCn1cnc2c(c1=O)c1nc3ccccc3nc1n2/N=C/c1cccc(OC)c1OC | nt | 4.8 | 38.8 | 33.9
15 | CCOC(=O)N1CCN(C(=O)COc2ccccc2Cl)CC1 | nt | 27.5 | 97.0 | 69.5
16 | CCCCOc1ccccc1/C=c1/sc2nc(-c3oc4ccccc4c3C)nn2c1=O | nt | 2.9 | 99.0 | 96.1
17 | Cc1noc(C(=O)N2CCN(c3ccc(F)cc3)CC2)c1Cl | nt | 3.0 | 100.3 | 97.3
18 | Cc1oc(-c2cccc(Cl)c2)nc1CN1CCC(C(=O)N2CCN(c3ccccc3F)CC2)CC1 | nt | -5.8 | 5.8 | 11.6
19 | Cc1nc2sc(C(c3ccc(F)cc3)N3CCN(C(=O)c4ccco4)CC3)c(O)n2n1 (stereo unspecified) | nt | -6.3 | 96.2 | 102.5
20 | CCOC(=O)N1CCN(c2cc(C)nc3nc(C)nn23)CC1 | nt | 6.9 | 92.4 | 85.6
21 | CCC(C)NC(=O)c1c(-c2cc(Cl)c(OC)c(Cl)c2)noc1C (stereo unspecified) | nt | 16.8 | 96.0 | 79.2
22 | CCOC(=O)C1(c2nc(N)cs2)COC(=O)C1 (stereo unspecified) | nt | 3.3 | 101.7 | 98.4
23 | Clc1ccc(C2CC(c3cccs3)n3ncnc3N2)c(Cl)c1 (stereo unspecified) | nt | 4.9 | 79.0 | 74.2
24 | Cn1c(Cn2c(=O)sc3ccccc32)nnc1SCC(=O)Nc1ccc(Cl)cc1 | nt | -10.0 | 46.4 | 56.3
25 | Cc1cc2cc(CNC(=O)c3cccs3)ccc2n1C | nt | 7.5 | 83.0 | 75.6
26 | CCc1ccc(NC(=O)CSc2nc3c(c(=O)n(C)c(=O)n3C)n2C)cc1 | nt | -3.9 | 76.6 | 80.4
27 | OC(CCN1CCCC1)(c1ccccc1)C1CCCCC1 (stereo unspecified) | nt | 5.0 | 80.2 | 75.3
28 | CCN(C(=O)c1c(OC)cccc1OC)c1nnc(-c2cccnc2)s1 | nt | -18.7 | 61.1 | 79.8
29 | CCCCCn1c(SCc2cccc(C)c2)nc2c1c(=O)[nH]c(=O)n2C | nt | -3.9 | 68.9 | 72.8
30 | NC(CO)C(=O)NNCc1ccc(O)c(O)c1O (stereo unspecified) | nt | 4.3 | 96.6 | 92.3
31 | Cc1cc(Nc2cccc(Cl)c2)n2ncnc2n1 | nt | 0.7 | 84.1 | 83.4
32 | O=C1NC(NS(=O)(=O)c2ccc(Cl)cc2)(C(F)(F)F)C(=O)N1Cc1cccnc1 (stereo unspecified) | nt | -5.8 | 95.3 | 101.2
33 | O=C(CCN1CCN(c2ccccc2)CC1)Nc1ccc2c(c1)OCO2 | nt | -0.9 | 93.1 | 94.0
34 | C=CCn1cnc2c(c1=O)c1nc3ccccc3nc1n2-c1ccc(Cl)cc1 | nt | 9.0 | 83.4 | 74.4
35 | CC1CCN(c2ccc(S(=O)(=O)Nc3cc(C(=O)O)cc(C(=O)O)c3)cc2[N+](=O)[O-])CC1 | 2.0% | nt | nt | nt
36 | C=C(C)CNC(=S)N/N=C\c1ccc2c(c1)OCO2 | 0.3% | nt | nt | nt
37 | Cc1ccc(C(=O)N/C(=C\c2ccccc2)C(=O)NCc2ccncc2)cc1 | 2.9% | nt | nt | nt
38 | CCOC(=O)C1=C(O)/C(=C/c2ccc(-c3ccccc3C(=O)O)o2)SC1=Nc1ccc(C)cc1 | -7.0% | nt | nt | nt

Part of the list above, with values under each structure:
Fields – Bcl-B displacement | MRP resist rev | MRP resist rev cytotoxicity | MRP resist rev with doxorubicin
23) Clc1ccc(C2CC(c3cccs3)n3ncnc3N2)c(Cl)c1 (stereo unspecified)
  nt | 4.9 | 79.0 | 74.2
24) Cn1c(Cn2c(=O)sc3ccccc32)nnc1SCC(=O)Nc1ccc(Cl)cc1
  nt | -10.0 | 46.4 | 56.3
25) Cc1cc2cc(CNC(=O)c3cccs3)ccc2n1C
  nt | 7.5 | 83.0 | 75.6
26) CCc1ccc(NC(=O)CSc2nc3c(c(=O)n(C)c(=O)n3C)n2C)cc1
  nt | -3.9 | 76.6 | 80.4
27) OC(CCN1CCCC1)(c1ccccc1)C1CCCCC1 (stereo unspecified)
  nt | 5.0 | 80.2 | 75.3
28) CCN(C(=O)c1c(OC)cccc1OC)c1nnc(-c2cccnc2)s1
  nt | -18.7 | 61.1 | 79.8
29) CCCCCn1c(SCc2cccc(C)c2)nc2c1c(=O)[nH]c(=O)n2C
  nt | -3.9 | 68.9 | 72.8
30) NC(CO)C(=O)NNCc1ccc(O)c(O)c1O (stereo unspecified)
  nt | 4.3 | 96.6 | 92.3
31) Cc1cc(Nc2cccc(Cl)c2)n2ncnc2n1
  nt | 0.7 | 84.1 | 83.4
32) O=C1NC(NS(=O)(=O)c2ccc(Cl)cc2)(C(F)(F)F)C(=O)N1Cc1cccnc1 (stereo unspecified)
  nt | -5.8 | 95.3 | 101.2
33) O=C(CCN1CCN(c2ccccc2)CC1)Nc1ccc2c(c1)OCO2
  nt | -0.9 | 93.1 | 94.0
34) C=CCn1cnc2c(c1=O)c1nc3ccccc3nc1n2-c1ccc(Cl)cc1
  nt | 9.0 | 83.4 | 74.4
35) CC1CCN(c2ccc(S(=O)(=O)Nc3cc(C(=O)O)cc(C(=O)O)c3)cc2[N+](=O)[O-])CC1
  2.0% | nt | nt | nt
36) C=C(C)CNC(=S)N/N=C\c1ccc2c(c1)OCO2
  0.3% | nt | nt | nt
37) Cc1ccc(C(=O)N/C(=C\c2ccccc2)C(=O)NCc2ccncc2)cc1
  2.9% | nt | nt | nt
38) CCOC(=O)C1=C(O)/C(=C/c2ccc(-c3ccccc3C(=O)O)o2)SC1=Nc1ccc(C)cc1
  -7.0% | nt | nt | nt
